# Bim-Bcl-XL: inhibitors of Bim-Bcl-XL interaction, human | inhibition, % at 10 µM | Q07817 | Bim peptide-Bcl-XL binding, bead flow cytometry, fluorescence | 190,000 compounds, 0.04% hits
# Mcl1 Noxa PPI: disrupts binding of human Mcl-1 to Noxa peptide. Q07820. TR-FRET Mcl-1/Noxa peptide binding, 2 h. inhibition, % at 21.7 µM. 220,000 compounds, 1.5% hits. AID 1022;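 active = compounds that cut the protein-peptide binding signal by more than 50% relative to plate controls in a single-dose test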;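 note: His-tagged Mcl-1 with rhodamine Noxa BH3 peptide and terbium anti-His antibody; 0% = Mcl-1 plus Noxa peptide wells and 100% = peptide-only wells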
# Target sequence (Q07820 whole entry, looked up): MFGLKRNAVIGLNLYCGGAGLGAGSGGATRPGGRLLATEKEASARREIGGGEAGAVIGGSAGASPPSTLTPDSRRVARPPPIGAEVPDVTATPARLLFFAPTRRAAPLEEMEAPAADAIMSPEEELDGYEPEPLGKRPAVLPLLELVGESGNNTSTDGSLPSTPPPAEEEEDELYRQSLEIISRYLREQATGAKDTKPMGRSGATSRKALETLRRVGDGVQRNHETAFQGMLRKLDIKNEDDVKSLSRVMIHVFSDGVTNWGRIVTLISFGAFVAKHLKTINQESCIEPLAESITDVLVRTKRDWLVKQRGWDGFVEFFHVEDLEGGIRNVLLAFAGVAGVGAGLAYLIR
# Bim-Bcl-W: disrupts Bim peptide binding to human Bcl-W | inhibition, % at 10 µM | 190,000 compounds, 0.02% hits | bead-based flow cytometry;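 note: 0% = bound tracer without compound and 100% = peptide blocker; higher means less fluorescent Bim peptide bound to Bcl-W beads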
# Target sequence (Q92843 whole entry, looked up): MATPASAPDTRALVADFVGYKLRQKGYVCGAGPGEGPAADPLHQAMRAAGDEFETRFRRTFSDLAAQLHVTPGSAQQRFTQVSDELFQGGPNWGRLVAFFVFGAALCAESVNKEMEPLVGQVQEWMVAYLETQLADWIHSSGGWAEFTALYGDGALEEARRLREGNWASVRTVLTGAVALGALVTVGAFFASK
# Bcl-B Bim block: human Bim-Bcl-B interaction inhibition. bead-based flow cytometry, Bim peptide-Bcl-B binding. inhibition, % at 10 µM. 190,000 compounds, 0.073% hits. Q9HD36;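 note: 0% = tracer peptide without compound and 100% = reference inhibitor peptide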
# Target sequence (Q9HD36 whole entry, looked up): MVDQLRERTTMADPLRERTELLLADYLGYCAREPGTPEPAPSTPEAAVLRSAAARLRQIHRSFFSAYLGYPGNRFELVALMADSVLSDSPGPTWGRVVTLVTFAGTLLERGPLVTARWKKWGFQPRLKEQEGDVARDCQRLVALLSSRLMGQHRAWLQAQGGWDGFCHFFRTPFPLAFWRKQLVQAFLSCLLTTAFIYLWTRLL
# Bcl-2 Bim block: disrupts Bim peptide binding to human Bcl-2. P10415. Bead-based flow cytometry, Bim peptide-Bcl-2 binding. inhibition, % at 10 µM. 190,000 compounds, 0.06% hits. AID 950; in the data active = inhibition above about 40%; inconclusive = no clear call, values can overlap the other calls;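 note: 0% = no compound wells with probe peptide and 100% = reference peptide inhibitor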
# Target sequence (P10415 whole entry, looked up): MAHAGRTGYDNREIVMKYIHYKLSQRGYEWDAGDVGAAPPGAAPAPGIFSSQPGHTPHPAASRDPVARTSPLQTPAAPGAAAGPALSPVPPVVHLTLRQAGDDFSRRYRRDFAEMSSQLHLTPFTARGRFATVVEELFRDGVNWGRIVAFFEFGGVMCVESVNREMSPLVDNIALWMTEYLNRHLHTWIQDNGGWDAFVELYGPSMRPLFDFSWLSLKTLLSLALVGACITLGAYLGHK
# Bfl-1 Bim block: human Bim-Bfl-1 interaction inhibition | AID 1008 | 190,000 compounds, 0.12% hits | Bead-based flow cytometry, Bim-Bfl-1 binding inhibition | inhibition, % at 10 µM | Q16548;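 note: 0% = wells without compound plus tracer and 100% = blocker peptide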
# Mcl-1 Bim block: disrupts Bim peptide binding to human Mcl-1 | Q07820 | Bead-based flow cytometry, Bim peptide-Mcl-1 binding | inhibition, % at 10 µM | 190,000 compounds, 0.1% hits | AID 1009;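 note: 0% = no compound tracer wells and 100% = peptide blocker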
# RGS8-Gao: regulators of human RGS8-Galphao interaction; P09471; response (percent of control binding), % at 10 µM; multiplexed bead flow cytometry, RGS8-Galphao binding; actives lie on both sides; 220,000 compounds, 0.34% hits; in the data active = response below about 60% or above about 140%; inactive = in between;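 note: Galphao activated as the GDP aluminium fluoride complex binding bead-coupled RGS8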
# RGS4-Gao reg: human RGS4-Galphao interaction regulation; Multiplexed bead flow cytometry, RGS4-Galphao binding; actives lie on both sides; P09471; 220,000 compounds, 0.33% hits; AID 1415; binding response (% of control), % at 10 µM; in the data active = binding response below about 49% or above about 150%; inactive = in between;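 note: fluorescent Galphao activated with aluminum fluoride binding bead-coupled RGS4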
# RGS7-Gao: human RGS7-Galphao interaction regulation | 220,000 compounds, 0.35% hits | Multiplexed bead flow cytometry, RGS7-Galphao binding; actives lie on both sides | AID 1439 | binding response (% of control), % at 10 µM; in the data active = binding response below about 49% or above about 150%; inconclusive = no clear call, values can overlap the other calls; inactive = in between;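 note: fluorescent Galphao held in activated GDP-AlF4 state binding bead-coupled RGS7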
# Mcl1-Bid inh: disrupts binding of human Mcl-1 to Bid peptide; Q07820; TR-FRET Mcl-1/Bid-Dy647 peptide binding, 1536-well; inhibition, % at 21.7 µM; 220,000 compounds, 0.97% hits; AID 1021;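 active = compounds that cut the binding signal by more than half at the single screening dose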;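 note: His-tagged Mcl-1 with europium anti-His antibody binding Bid BH3 peptide; 0% = Mcl-1 plus peptide wells and 100% = peptide-only wells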
# Starred values were filed as active, the others as inactive; ? = inconclusive; . = not tested or not shown. Cut-off read from the data, not from the text of the source, unless noted: active = inhibition above about 40%. Compounds as they come, and some 2.7% of all compounds hit somewhere here.
SMILES	Bim-Bcl-XL	Mcl1 Noxa PPI	Bim-Bcl-W	Bcl-B Bim block	Bcl-2 Bim block	Bfl-1 Bim block	Mcl-1 Bim block	RGS8-Gao	RGS4-Gao reg	RGS7-Gao	Mcl1-Bid inh
CCOC(=O)CN1CC23C=CC(O2)C(C(=O)Nc2ccc(F)cc2)C3C1=O (configuration not stated)	-8	3	-1	-10	-5	-16	-1	104	99	101	0
CNc1nc(-c2ccc([N+](=O)[O-])cc2)cs1	-3	-4	-2	-4	-3	0	1	93	94	95	-31
Cc1ccc(NC(=O)CN2C(=O)C3CCCCN3C(=O)c3ccccc32)cc1 (configuration not stated)	0	7	0	-1	-1	0	-2	103	99	100	11
CCc1ccccc1NC(=S)N(CCCN(C)C)Cc1cc2cc3c(cc2[nH]c1=O)OCO3	-3	-5	-2	-5	-3	-5	-1	98	94	92	-8
CC(=O)Nc1ccc(C(=O)OCc2ccc(Br)cc2)cc1	-6	-6	-6	-8	-2	-9	-2	104	105	105	-5
Cc1cc(C)cc(NC(=O)NC(C)C2CCCO2)c1 (configuration not stated)	-7	2	-5	-3	-4	-14	0	100	100	98	-8
O=C(Cn1cnc2c(nnn2Cc2ccccc2)c1=O)NCc1ccccc1Cl	.	19	.	.	.	.	.	126	147	?	-12
CSc1nnc2c3c4c(sc3c(=O)n(-c3ccccc3)n12)CC(C)(C)OC4	-4	-8	0	-5	-6	-23	-3	102	100	100	-21
O=C(O)c1ccc(NCc2cccc(Br)c2)cc1	-1	4	-1	0	-3	0	-2	100	101	101	-53
COc1ccc(OC)c(NC(=O)C2CCCN(S(=O)(=O)c3cccc4nsnc34)C2)c1 (configuration not stated)	-2	-16	0	-5	-7	-10	-2	91	83	99	-21
O=C(Nc1nnc(-c2cccs2)o1)c1cccc(Oc2ccccc2)c1	-2	-88	1	-6	-5	-9	0	101	100	98	-18
CC(=O)NC1=NN(C(C)=O)C(C)(CS(=O)(=O)c2ccc(C)c(C)c2)S1 (configuration not stated)	-4	13	0	-8	-4	-10	2	104	107	101	-2
CN(C)c1cccc(C(=O)NC2CCCCCC2)c1	-6	4	0	-9	-7	-11	-3	100	102	100	-3
S=C(Nc1ccccc1)N1CCN(C(=S)Nc2ccccc2)CC1	-4	-6	-1	-9	-5	-9	-3	104	98	98	-38
COc1ccccc1C/C(N)=N/OC(=O)/C=C/c1ccccc1	-1	-1	-2	-3	0	-1	-1	99	101	99	-25
Cc1cccc(Cn2cnc3c(N)c(C)c(C)cc32)c1	0	4	-5	-2	-1	-4	-1	102	99	99	-42
O=C(CCCc1ccccc1)Nc1cccc2c1CCCC2	0	3	1	-11	-8	-11	0	97	99	98	-3
COC(=O)C1=C(C)NC(C)=C(C(=O)OC)C1c1ccc(NC(C)=O)cc1	-8	-19	0	-12	-13	-20	-3	99	100	99	-30
COC(=O)C1=CN(c2cccc(C)c2)C=C(C(=O)OC)C1c1cc(OC)c(O)c([N+](=O)[O-])c1	-2	5	-1	2	0	-1	1	100	100	101	-46
CN(C)CCOC(=O)C12CC3CC(CC(C3)C1)C2	-1	28	-1	2	-1	-2	0	99	92	99	22
C#CCSc1nnc(-c2ccc([N+](=O)[O-])cc2)o1	-6	-1	-6	-9	-7	-4	-2	107	104	102	-19
O/N=C\c1ccccc1Oc1ccc(F)cc1	0	1	0	-4	1	-2	-3	106	100	100	-14
Cc1ccc(-c2cc3ccccc3nc2N2CCOCC2)cc1	-3	4	-4	-7	-2	-4	-2	101	100	?	-12
CCCCN1C(=O)C2C(c3ccc(OC)cc3O)NC(CC(C)C)(C(=O)O)C2C1=O (configuration not stated)	-1	3	0	-4	-4	-8	0	97	100	101	-30
Cn1c(-c2ccc(CN3CCCCC3)o2)nc2ccccc21	-5	8	-4	-3	0	0	-3	100	96	96	-21
CCc1nnc(NC(=O)CCC(=O)N2CCN(CCOc3ccc(C)cc3)CC2)s1	-3	11	-1	0	-3	-1	-4	130	109	110	-4
COc1ccc(-n2c(N)c(-c3nc4ccccc4n3C)sc2=S)cc1	-6	89*	0	-15	-5	-9	-3	99	98	101	-7
CC1CN(C)C(C)C/C1=N/Oc1ccccc1[N+](=O)[O-] (configuration not stated)	-1	13	-6	0	0	-2	-10	103	103	102	-19
COc1ccc(N2CCN(C(CNC(=O)C(=O)NCC3CCCO3)c3ccco3)CC2)cc1 (configuration not stated)	-5	1	-1	-4	-4	-19	-3	101	98	98	-15
COC(=O)c1ccc(NC(=S)N2CCC(C(N)=O)CC2)cc1	-12	-15	-3	-32	-8	-2	-10	99	103	110	-28

# Entries listed above shown as hits in Mcl1 Noxa PPI:
SMILES	Bim-Bcl-XL	Mcl1 Noxa PPI	Bim-Bcl-W	Bcl-B Bim block	Bcl-2 Bim block	Bfl-1 Bim block	Mcl-1 Bim block	RGS8-Gao	RGS4-Gao reg	RGS7-Gao	Mcl1-Bid inh
COc1ccc(-n2c(N)c(-c3nc4ccccc4n3C)sc2=S)cc1	-6	89*	0	-15	-5	-9	-3	99	98	101	-7

# (more compounds)
SMILES	Bim-Bcl-XL	Mcl1 Noxa PPI	Bim-Bcl-W	Bcl-B Bim block	Bcl-2 Bim block	Bfl-1 Bim block	Mcl-1 Bim block	RGS8-Gao	RGS4-Gao reg	RGS7-Gao	Mcl1-Bid inh
Cc1ccccc1SCC(=O)OCC(=O)Nc1sccc1C(N)=O	-7	23	-2	-5	-11	-17	-9	97	96	107	-38
O=C(CN1c2ccccc2Sc2ccccc21)NNC(=O)Nc1ccc(Cl)cc1	.	1	.	.	.	.	.	101	102	?	-41
COCCCNC(=O)c1cn(C)c(=O)c2cc(OC)c(OC)cc12	-5	11	-2	0	-1	-1	-2	103	103	101	0
Cc1ccc(Sc2nc(C)cc(C)c2S(C)(=O)=O)cc1	1	1	0	-1	-4	1	-1	101	102	99	5
CC(/C=N/n1c(-c2cc(C)[nH]n2)n[nH]c1=S)=C\c1ccco1	.	44	.	.	.	.	.	97	98	?	-143
CC1/C(=N/O)CC(c2ccco2)NC1c1ccco1 (configuration not stated)	-3	-18	-1	-9	-1	-3	-3	102	107	107	-3
Cc1ccc(S(=O)(=O)NCCOC(=O)Nc2sc(=S)n(C)c2C)cc1	-4	12	3	-4	2	2	0	100	100	106	-35
C[C@H](N=C1NS(=O)(=O)c2ccccc21)C(=O)OCc1cc([N+](=O)[O-])cc2c1OCOC2	.	5	.	.	.	.	.	100	95	?	-12
O=C(O)/C=C/C(=O)Nc1ccc2c(c1)NC(=O)CO2	0	51*	2	0	0	-5	0	103	103	106	18
Cc1ccc(OCc2n[nH]c(=S)n2-c2ccc(C)cc2)cc1	-2	8	0	-20	0	-1	-2	89	100	101	-29
Cc1cc(N2C(=O)CCC2=O)n(-c2ccccc2)n1	-9	5	-1	-11	-11	-21	-5	101	103	98	-31
CCN1CCN(C(c2ccc(F)cc2)c2nnnn2Cc2ccc3c(c2)OCO3)CC1 (configuration not stated)	1	10	0	8	4	6	0	103	107	?	5
CC1=CC(C)(C(Cl)Cl)C(C)=CC1=O (configuration not stated)	0	5	-1	0	-1	0	-1	101	99	98	6
O=c1c2ccccc2sn1-c1cc(S(=O)(=O)N2CCOCC2)ccc1N1CCOCC1	-3	75*	-1	-7	0	2	-8	48*	99	123	-27
CCC(=O)Nc1cc(C)c(NC(=O)CCc2ccccc2)cn1	-1	-11	-1	0	-2	0	1	108	102	101	-23
CCC(=O)N1CCc2cc(S(=O)(=O)NC(C(=O)NC3CCCc4ccccc43)C(C)C)ccc21 (configuration not stated)	-5	-7	-1	-6	-1	-3	-3	103	101	96	7
O=C(c1ccco1)N(CCCN1CCOCC1)c1nc(-c2ccc(Cl)cc2)cs1	-3	8	-4	-7	-4	-2	-3	100	99	99	3
Cc1ccc(S(=O)(=O)c2nc(-c3ccccc3)oc2NCCN2CCOCC2)cc1	-4	13	-5	-9	-12	-16	-4	100	102	96	7
COc1ccc(CC(=O)c2ccc(O)cc2O)cc1OC	-5	-10	-1	-4	-5	-1	-2	82	100	99	-25
O=c1n(-c2ccccc2)c(=O)n2n1CCCC2	-1	0	-2	-9	-9	-15	-1	100	89	91	7
COc1ccc(C2Nc3ccccc3C(=O)N2C2CCCCC2)cc1 (configuration not stated)	-1	11	0	-1	-2	-2	2	103	104	113	-16
O=C(CSc1ccc(Cl)cc1)Nc1ccc(N2CCN(c3ccccc3)CC2)c(F)c1	-2	-9	5	0	5	1	-7	98	105	105	-38
O=C(N/N=C(\CC(=O)c1cccs1)C(F)(F)F)c1cccnc1	.	3	.	.	.	.	.	102	103	?	-30
Nn1c(Cc2cccc3ccccc23)nnc1SCC(=O)NC1CCS(=O)(=O)C1 (configuration not stated)	-6	22	-3	-12	-13	-6	-1	102	100	103	0
Cc1ccccc1-c1noc(-c2ccccc2C(=O)NCc2ccco2)n1	.	2	.	.	.	.	.	89	111	?	-1
Cc1ccc(S(=O)(=O)N2CCOCC2)c2nsnc12	0	11	4	-2	-8	-10	2	96	93	98	-5
CS(=O)(=O)c1ccc(C(=O)Nc2cc(S(C)(=O)=O)ccc2Cl)cc1	-5	-5	-2	-7	-3	-2	-5	105	104	101	-17
CCOc1c2ccc(C(=O)NCc3ccco3)cc2nn1CCOC	-2	14	-2	-2	-3	0	0	101	99	96	-15
NC(=O)c1ccccc1NC(=O)CCc1ccccc1	0	10	3	0	-4	-3	-2	102	101	105	-18
C=CCNC(=O)c1ccc(CNS(=O)(=O)c2ccc(NC(C)=O)cc2)cc1	-1	-5	2	-1	-6	-7	1	100	96	97	-27
CC(=O)Oc1ccc(C2(C)CC(C)(C)NC(=S)N2C)c(OC(C)=O)c1 (configuration not stated)	-3	6	-2	-7	0	-7	-3	104	104	100	-42
O=C(N/C=C/n1cnc2cc(C(F)(F)F)ccc21)c1ccccc1	-2	6	-2	-3	-6	-6	-2	98	101	98	12

# A draw from above in order of SMILES length, falling.
SMILES	Bim-Bcl-XL	Mcl1 Noxa PPI	Bim-Bcl-W	Bcl-B Bim block	Bcl-2 Bim block	Bfl-1 Bim block	Mcl-1 Bim block	RGS8-Gao	RGS4-Gao reg	RGS7-Gao	Mcl1-Bid inh
O=C(O)/C=C/C(=O)Nc1ccc2c(c1)NC(=O)CO2	0	51*	2	0	0	-5	0	103	103	106	18
Cc1cc(N2C(=O)CCC2=O)n(-c2ccccc2)n1	-9	5	-1	-11	-11	-21	-5	101	103	98	-31
Cc1ccc(S(=O)(=O)N2CCOCC2)c2nsnc12	0	11	4	-2	-8	-10	2	96	93	98	-5
CC1/C(=N/O)CC(c2ccco2)NC1c1ccco1 (configuration not stated)	-3	-18	-1	-9	-1	-3	-3	102	107	107	-3
NC(=O)c1ccccc1NC(=O)CCc1ccccc1	0	10	3	0	-4	-3	-2	102	101	105	-18
CC1=CC(C)(C(Cl)Cl)C(C)=CC1=O (configuration not stated)	0	5	-1	0	-1	0	-1	101	99	98	6

# Compound activity deposited in PubChem by several laboratories.
